AMPAR-TARP mod – GluA2-stargazin AMPA receptor complex modulation; O88602+P19491; HEK293 GluA2+stargazin, membrane potential dye (FDSS), glutamate EC50; hits were called plate by plate, in both directions; calls only at 30 µM; hit rate 3.5% among 40,000;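 active = any of four per-well response measures lying three or more SD from its plate-wide compound average, in either direction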
Target sequence (O88602 whole entry, looked up): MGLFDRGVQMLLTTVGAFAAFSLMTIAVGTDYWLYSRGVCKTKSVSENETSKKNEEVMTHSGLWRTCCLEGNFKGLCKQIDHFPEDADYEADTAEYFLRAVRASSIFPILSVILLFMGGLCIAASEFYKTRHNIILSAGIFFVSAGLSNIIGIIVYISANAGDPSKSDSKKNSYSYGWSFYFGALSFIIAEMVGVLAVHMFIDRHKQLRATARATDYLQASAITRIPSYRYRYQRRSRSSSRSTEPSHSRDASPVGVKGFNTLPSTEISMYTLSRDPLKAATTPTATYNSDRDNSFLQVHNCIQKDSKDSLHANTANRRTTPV
Target sequence (P19491 whole entry, looked up): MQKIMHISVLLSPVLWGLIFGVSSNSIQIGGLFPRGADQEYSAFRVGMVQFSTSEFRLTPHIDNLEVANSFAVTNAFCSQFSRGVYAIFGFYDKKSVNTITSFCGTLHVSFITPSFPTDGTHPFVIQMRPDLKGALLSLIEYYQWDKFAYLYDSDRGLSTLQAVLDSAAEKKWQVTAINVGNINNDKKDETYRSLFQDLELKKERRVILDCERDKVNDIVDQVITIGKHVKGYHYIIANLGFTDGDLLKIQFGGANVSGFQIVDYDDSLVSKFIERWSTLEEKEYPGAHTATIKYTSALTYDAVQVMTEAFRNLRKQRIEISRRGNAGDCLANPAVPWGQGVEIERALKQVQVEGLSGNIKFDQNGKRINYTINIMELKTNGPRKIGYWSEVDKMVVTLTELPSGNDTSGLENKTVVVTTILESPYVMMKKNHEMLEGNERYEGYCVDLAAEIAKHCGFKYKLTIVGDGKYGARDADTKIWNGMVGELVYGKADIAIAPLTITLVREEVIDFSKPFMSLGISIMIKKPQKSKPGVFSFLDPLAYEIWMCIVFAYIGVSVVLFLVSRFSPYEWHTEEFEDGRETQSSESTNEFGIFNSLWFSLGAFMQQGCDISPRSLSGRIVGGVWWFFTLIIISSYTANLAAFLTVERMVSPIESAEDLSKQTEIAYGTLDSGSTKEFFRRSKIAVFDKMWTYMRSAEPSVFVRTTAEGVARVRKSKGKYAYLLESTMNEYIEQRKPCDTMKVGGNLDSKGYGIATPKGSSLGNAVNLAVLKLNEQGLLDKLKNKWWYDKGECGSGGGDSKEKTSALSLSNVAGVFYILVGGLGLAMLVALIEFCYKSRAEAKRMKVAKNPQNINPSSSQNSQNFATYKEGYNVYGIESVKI
AMPAR-TARP mod agonism max-min – recorded beside AMPAR-TARP mod, whose call it bears; compound max-min signal; compound-alone response (agonism);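 unitless range of fluorescence divided by baseline over first 100 seconds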
AMPAR-TARP mod glutamate slope – recorded beside AMPAR-TARP mod, whose call it bears; glutamate slope, % of max; measured here: glutamate response slope, % max;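 scaled per plate between vehicle wells and maximal 1 mM glutamate control wells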
* = called active by the depositor; i = inactive; + = active, no number. Only part of the results is shown; count on the stated rates, not on these rows.

AMPAR-TARP mod,AMPAR-TARP mod agonism max-min,AMPAR-TARP mod glutamate slope,structure
i,0.13,54.3,O=C(Nc1cccnc1)c1ccc(S(=O)(=O)Nc2ccc(OC(F)(F)F)cc2)o1
i,0.067,27.2,Cc1ccc(-n2c(C)c(C)n3c4c(=O)n(CC(N)=O)c(=O)n(C)c4nc23)cc1Cl
i,0.0218,73.1,CCCCN(CCCC)C(=O)c1cc2cccnc2n(Cc2ccc(F)cc2)c1=O
i,0.0589,60.5,CCc1ccc(S(=O)(=O)Nc2ccc(-c3ccc(=O)n(C)n3)cc2)s1
i,0.0593,51.1,COc1ccc(Cl)cc1NC(=O)c1ccc(=O)n(Cc2cccc(F)c2)n1
i,0.062,29.4,COc1cc(C(=O)Nc2sc(SC)nc2-c2ccccc2)cc(OC)c1OC
i,0.0788,47.4,CCOC(=O)Cn1c(=O)c2c(nc3n2CCCN3c2cc(C)ccc2OC)n(C)c1=O
i,0.126,54.5,CC(C)c1cc(NCCN2CCOCC2)n2ncc(-c3ccccc3)c2n1
i,0.0768,56.5,O=C(NC1CC1)c1csc(NS(=O)(=O)c2cccs2)n1
i,0.107,65.7,CCCc1c(C(=O)Nc2c(C)cccc2CC)nnn1-c1ccc(OC)cc1

Reprinted from the part before: 2 entries; new compounds follow.
AMPAR-TARP mod,AMPAR-TARP mod agonism max-min,AMPAR-TARP mod glutamate slope,structure
i,0.0768,56.5,O=C(NC1CC1)c1csc(NS(=O)(=O)c2cccs2)n1
i,0.107,65.7,CCCc1c(C(=O)Nc2c(C)cccc2CC)nnn1-c1ccc(OC)cc1
i,0.116,61.7,COc1ccc(N2CCCn3c2nc2c3c(=O)n(Cc3cccc(C)c3)c(=O)n2C)cc1
i,0.125,58.6,CCOc1cc(C(=O)Nc2ccc3c(c2)CCCN3C(=O)c2ccccc2)cc(OCC)c1OCC
i,0.0346,54.0,COC(=O)c1sccc1S(=O)(=O)NCC1CCN(C(=O)c2cc3ccccc3o2)CC1
i,0.0948,55.3,COc1ccc(CCC(=O)Nc2nn(C)c3c2CC(C)C(=O)N3)cc1 (stereo not drawn)
i,0.0811,54.3,CCCNC(=O)Cn1nc2c(c1NC(=O)C1c3ccccc3Oc3ccccc31)CSC2
i,0.0946,57.0,CC(C)(C)NC(=O)Nc1ccc2c(c1)CCC(=O)N2
i,0.0746,43.1,O=C1CC(NC23CC4CC(CC(C4)C2)C3)C(=O)N1Cc1ccc2c(c1)OCO2 (stereo not drawn)
i,0.142,46.0,CCOC(=O)c1c(-c2ccc(C)cc2)csc1N
i,0.0853,61.6,CC12CC(NC(=O)N1c1cccc(C(=O)N3CCN(Cc4ccccc4)CC3)c1)c1ccccc1O2 (stereo not drawn)
i,0.111,63.9,Cc1cc(NC(=O)c2ccc([N+](=O)[O-])c(C)c2)ccc1N1CCCC1=O

Some of the entries so far, with values under each structure:
Below each compound – AMPAR-TARP mod, AMPAR-TARP mod agonism max-min, AMPAR-TARP mod glutamate slope
CC12CC(NC(=O)N1c1cccc(C(=O)N3CCN(Cc4ccccc4)CC3)c1)c1ccccc1O2 (stereo not drawn)
→ i, 0.0853, 61.6
Cc1cc(NC(=O)c2ccc([N+](=O)[O-])c(C)c2)ccc1N1CCCC1=O
→ i, 0.111, 63.9

Later entries:
AMPAR-TARP mod,AMPAR-TARP mod agonism max-min,AMPAR-TARP mod glutamate slope,structure
i,0.0344,33.5,Cc1cc(C)c(C(=O)NCCN2CCOC(c3ccccc3)C2)c(C)c1 (stereo not drawn)
i,0.0865,63.8,CC(=O)Nc1ccc(NC(=O)c2ccc3c(c2)CC(c2ccc(C)cc2)OC3=O)cc1 (stereo not drawn)
i,0.128,53.0,COc1ccc(F)cc1S(=O)(=O)N1CCN(c2ccc(-c3noc(C(F)(F)F)n3)cn2)CC1
i,0.0773,60.8,O=C(NCc1ccccc1F)C1CCCN(Cc2nc(-c3cccnc3)no2)C1 (stereo not drawn)
i,0.0914,56.0,COc1ccc(C)cc1NC(=O)Cn1nc(Nc2ccccc2)c(S(=O)(=O)c2ccccc2)c1N
i,0.0658,43.5,COc1ccc(-c2cc(=O)n(CC(=O)N3CCC(Cc4ccccc4)CC3)cn2)cc1
i,0.101,53.2,CCOc1cccc2cc(C(=O)NCCOc3ccc(F)cc3)c(=O)oc12
i,0.113,54.7,COC(=O)c1ccccc1NC(=O)C1CN(c2nc3ccc(OC)cc3s2)C1
i,0.105,34.4,Cc1nnsc1C(=O)NCCOc1ccc2nnc(-c3cccc(F)c3)n2n1
i,0.083,60.9,Cc1ccc(Cl)cc1NC(=O)CCn1cncn1
i,0.092,53.4,O=C(Cc1ccc(F)cc1)Nc1ccc(N2CCCCC2=O)cc1
i,0.0882,60.6,CC(C)C(=O)Nc1ccc(S(=O)(=O)NCCCN2CCN(c3ccccc3)CC2)cc1
i,0.025,43.4,O=C(NCCC1=CCCCC1)C(=O)Nc1ccc(N2CCCS2(=O)=O)cc1
i,0.0487,41.8,COc1cn(CC(=O)Nc2ccccc2)c(CSc2ncccn2)cc1=O
+,0.13*,43.5*,O=C(c1cccc(F)c1)N(CCCn1ccnc1)c1nc2c(F)cccc2s1
i,0.0923,57.6,COc1ccc(S(=O)(=O)CCC(=O)Nc2nc(-c3cccc4ccccc34)cs2)cc1
i,0.1,63.6,CC(=O)c1cccc(NC(=O)c2ccc(S(=O)(=O)N(C)Cc3ccccc3)cc2)c1
i,0.0689,58.8,COC(=O)c1scc(-c2ccccc2)c1S(=O)(=O)N1CCN(c2ncccn2)CC1
i,0.0682,51.4,C=CCNC(=O)CC1Sc2ccc(C(F)(F)F)cc2NC1=O (stereo not drawn)
i,0.102,67.9,O=C(O)COc1ccccc1/C=C1/SC(=S)N(c2cccnc2)C1=O
i,0.0803,52.1,O=C(NCCOc1ccc(F)cc1)c1cc(Cl)ccn1
i,0.0992,58.1,C=CCn1c(SC)nc2scc(-c3ccc(C)cc3)c2c1=O
i,0.152,48.4,O=C(CN1CCN(c2ccc3c(c2)OCCO3)C1=O)NCc1nc(-c2ccccc2)no1
i,0.16,64.1,COc1ccc(S(=O)(=O)CCCC(=O)Nc2nnc(-c3ccncc3)o2)cc1
i,0.0541,46.5,Cc1nc(C23CC4CC(CC(C4)C2)C3)cs1
i,0.108,60.8,O=C1COc2ccccc2N1Cc1nc(-c2ccc(OC(F)(F)F)cc2)no1
i,0.0963,59.0,COc1ccc(Cl)cc1NC(=O)C(=O)NCC1CCN(C2CCCC2)CC1
i,0.0576,63.4,Cc1ccc(-c2ccc(=O)n(CCCNC(=O)c3ccc(C)c(C)c3)n2)cc1
i,0.0939,73.9,CC(C)c1ccc(NC(=O)c2c(O)c3ccccc3[nH]c2=O)cc1
i,0.0379,44.4,CN(C)C(CNC(=O)c1cccs1)c1cccs1 (stereo not drawn)
i,0.0304,32.2,O=C(NCCCN1CCOC(c2ccccc2)C1)C1CC1 (stereo not drawn)
i,0.0297,38.5,COc1c(C)cc(S(=O)(=O)NCC(c2ccsc2)N2CCN(C)CC2)cc1C (stereo not drawn)
i,0.0631,67.8,Cc1cc(C)c(S(=O)(=O)N2CCN(C)CC2)cc1Br
i,0.0645,78.7,COc1ccc(-c2nc(COC(=O)c3nnn(-c4ccc(C)cc4)c3C)c(C)o2)cc1
i,0.113,57.0,CC(C)N1CCC(CNS(=O)(=O)c2ccc3c(c2)OCCO3)CC1
i,0.0994,77.6,C=CCNC(=O)CCCn1c(=S)[nH]c2ccc(Br)cc2c1=O
i,0.186,51.9,COCCCn1c(N)c(S(=O)(=O)c2cccc(Cl)c2)c2nc3ccccc3nc21
i,0.101,46.8,O=C(Cn1c(=O)oc2ccccc21)NCCc1csc2nc(-c3ccccc3F)nn12
i,0.122,59.9,O=C(Nc1ccc2cn[nH]c2c1)C1(c2ccccc2)CCOCC1
i,0.0769,49.4,O=S(=O)(c1ccc(F)c(Cl)c1)N1CCN(c2ccccc2F)CC1

In another format: 4 of the compounds above.
Cc1cc(C)c(S(=O)(=O)N2CCN(C)CC2)cc1Br
- AMPAR-TARP mod: i
- AMPAR-TARP mod agonism max-min: 0.0631
- AMPAR-TARP mod glutamate slope: 67.8

COc1c(C)cc(S(=O)(=O)NCC(c2ccsc2)N2CCN(C)CC2)cc1C (stereo not drawn)
- AMPAR-TARP mod: i
- AMPAR-TARP mod agonism max-min: 0.0297
- AMPAR-TARP mod glutamate slope: 38.5

COc1ccc(-c2nc(COC(=O)c3nnn(-c4ccc(C)cc4)c3C)c(C)o2)cc1
- AMPAR-TARP mod: i
- AMPAR-TARP mod agonism max-min: 0.0645
- AMPAR-TARP mod glutamate slope: 78.7

O=C(Cn1c(=O)oc2ccccc21)NCCc1csc2nc(-c3ccccc3F)nn12
- AMPAR-TARP mod: i
- AMPAR-TARP mod agonism max-min: 0.101
- AMPAR-TARP mod glutamate slope: 46.8

Additional compounds:
AMPAR-TARP mod,AMPAR-TARP mod agonism max-min,AMPAR-TARP mod glutamate slope,structure
i,0.0704,60.2,CCc1ccc(-n2nnnc2SC(C)C(=O)Nc2ccccc2OC)cc1 (stereo not drawn)
i,0.0512,41.9,Cc1cccc(C)c1NC(=O)COc1ccc2c3c(c(=O)oc2c1)CCCC3
i,0.115,32.4,COc1ccc(N2CCN(CCn3c(C)c(C)n4c5c(=O)n(C)c(=O)n(C)c5nc34)CC2)cc1
i,0.0655,50.0,CN(C)C(=O)Cc1ccc(NC(=O)c2ccc3c(c2)OCO3)cc1
i,0.13,49.8,Cn1nc(CNC(=O)c2ccc3cc[nH]c3c2)c2ccccc2c1=O
i,0.1,46.7,Cc1ccccc1-c1cc2c(=O)n(Cc3nc(-c4ccc(C(F)(F)F)cc4)no3)ccn2n1
i,0.068,53.0,CCOC(=O)C(C)Sc1ccnc2c1c(=O)n(C)c(=O)n2C (stereo not drawn)
i,0.0518,65.7,O=C(NCCn1ncc2c(N3CCCCCC3)ncnc21)c1cc2ccccc2o1
i,0.128,53.6,Cc1cccc(N2CCN(S(=O)(=O)CCNC(=O)C34CC5CC(CC(C5)C3)C4)CC2)c1
i,0.152,70.3,CC(C)C(=O)NCCn1nc(-c2ccccn2)n(C)c1=O
i,0.093,40.2,Cc1cc(NS(=O)(=O)c2ccc(NC(=O)COc3ccccc3C(C)C)cc2)no1
i,0.0957,49.0,CC(O)(CNC(=O)Cc1cccc2ccccc12)c1ccc2c(c1)OCO2 (stereo not drawn)
i,0.109,35.6,COc1ccc(S(=O)(=O)N2CCC(C(=O)Nc3nc(-c4ccc(F)cc4)cs3)CC2)cc1
i,0.117,55.2,Cc1cc(-c2nnc(NC(=O)c3ccc(Cc4ccccc4)cc3)o2)nn1C
i,0.109,57.1,CC(=O)c1cccc(NC(=O)Cc2ccc(S(C)(=O)=O)cc2)c1
i,0.109,44.8,CCOc1ccc(CC(=O)Nc2cccc(N3CCCC3=O)c2)cc1
i,0.137,42.4,COCCNC(=O)C(=O)NCCCc1ccccc1
i,0.107,72.6,COC(=O)C1CCN(S(=O)(=O)c2c[nH]c(=O)[nH]c2=O)CC1
i,0.143,59.0,Cc1ccccc1OCC(=O)Nc1ccc(N2CCOCC2)cc1
i,0.0724,34.9,COC(=O)c1ccccc1-n1c(=O)c2ccccc2c2ccccc2c1=O
i,0.129,38.4,CCOc1ccc(S(=O)(=O)N2CCN(c3ccc4nnc(C)n4n3)CC2)cc1
i,0.0514,65.4,COc1ccc(C2(CNS(=O)(=O)C3CC3)CCCC2)cc1
i,0.064,53.4,COc1cc(NC(=O)N2CCN(c3ccc(-c4ccco4)nn3)CC2)cc(OC)c1
i,0.0792,70.8,Cc1ccc(-n2nnnc2CN2CCN(S(=O)(=O)c3c(C)cc(C)cc3C)CC2)cc1
i,0.0922,59.9,O=C(NCC1CCCO1)C(=O)NCC1(O)CCOCC1 (stereo not drawn)
i,0.152,49.5,O=S(=O)(CCCOc1ccc2c(c1)OCO2)NCCc1c[nH]c2ccccc12
i,0.06,37.8,CCc1ccc(C(=O)c2cn(CC(=O)Nc3ccc4c(c3)OCCO4)c3ccc(Cl)cc3c2=O)cc1
i,0.0874,47.0,CCc1ccc(NS(=O)(=O)c2ccc3nnc(C)n3c2)cc1
i,0.0738,10.8,CCOc1ccc(-c2[nH]ncc2C(=O)O)cc1Cl
i,0.0408,24.3,O=C(c1ccccc1F)N1CCC(CNC(=O)C2(c3ccccc3)CCOCC2)CC1
i,0.13,62.8,CC(C)COc1ccc(S(=O)(=O)NCCC(O)c2ccco2)cc1 (stereo not drawn)
i,0.0586,65.3,C=CCSc1nnc(-c2ccccc2NC(=O)c2cccc(S(=O)(=O)N3CCCCC3)c2)o1
i,0.0913,53.4,Cc1cc(C(=O)Nc2c3c(nn2C)CCC3)on1
i,0.101,52.5,CC(C)C(=O)Nc1ccc(C(=O)NCCNC(=O)c2ccc(Cl)cc2Cl)cc1
i,0.102,55.8,CS(=O)(=O)c1ccc(CC(=O)Nc2ccc3sccc3c2)cc1
i,0.192,71.5,O=C(NCC(O)c1cccc2ccccc12)c1nc2ccccc2s1 (stereo not drawn)
i,0.109,64.4,O=C1CCCC(=O)N1CCS(=O)(=O)NCc1cccc(Oc2ccc(F)cc2)c1
i,0.0507,61.4,O=C(CSc1ccc(-c2ccc3ccccc3c2)nn1)N1CCc2ccccc21
+,0.157*,66.6*,COc1cc([N+](=O)[O-])ccc1NC(=O)c1ccc(=O)n(Cc2ccccc2)c1
i,0.115,75.4,COc1ccc(S(=O)(=O)N2CCC(c3cccs3)CC2)cc1Cl
i,0.0946,57.4,O=C(Nc1nccs1)c1ccc(=O)n(Cc2ccc(F)cc2)n1
i,0.124,53.9,CN1CCc2c(sc(NC(=O)c3ccccc3)c2-c2nc3ccccc3s2)C1
i,0.1,50.2,COc1ccc(NC(=O)Cn2nc(-c3ccco3)c3sc(N4CCOCC4)nc3c2=O)cc1OC
i,0.108,45.9,O=C(Cc1ccc(Cl)cc1)Nc1cccc(N2CCCCC2=O)c1
+,0.102*,80.4*,CCOc1ccc2ccccc2c1C(=O)NCC1COC2(CCCCC2)O1 (stereo not drawn)
i,0.132,61.3,O=C(CSC1=NC2(CCCCC2)Nc2ccccc21)Nc1ccc2c(c1)OCCO2
